Lipid storage S3: qHTS Assay for Lipid Storage Modulators in Drosophila S3 Cells. Drosophila S3 cells, BODIPY lipid droplet fluorescence, 18-24 h; cells fed with added oleic acid. lipid storage change, negative = inhibition, % at the top dose, mostly 46.1 µM; hits show Potency in µM. 320,000 tested, 0.64% active; active = well fitted inhibition curve with a large enough effect in the signal ratio, with a control signal flat, not every such curve was filed as active; inconclusive = small, poorly fitted or top-dose-only effect, or effect the other way, or a change in a side signal; the % refers to the signal ratio
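Laser-scanning cytometry quantifies lipid droplet accumulation (500–530 nm total intensity; droplet/cell object ratio) in oleic acid-fed (400 uM added) Drosophila S3 cells treated with a concentration series. 20 uM Triacsin C defined 100% inhibition.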
Lipid storage S3 cell count max: further read-out of Lipid storage S3, marked with its call; cell number change, %; measured here: cell count max response;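 cells counted by Cell Tracker Red CMTPX staining in the red channel; peak over a dose series mostly up to 46.1 µM; percent activity relative to internal control wells on each plate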
* = called active by the depositor; i = inactive; ? = inconclusive; nt = no result given; [ ] = another dose, or the depositor's remark. % is scaled to controls: 0 for no effect and ±100 for the full control effect; potency is read from the fitted curve at half-maximal effect. The list is partial. The share of hits here may be higher or lower than overall.

Start of the listing, in advance (five entries):
Lipid storage S3,Lipid storage S3 cell count max,smiles
7.6%,-13.2,CCOC(=O)c1[nH]c2ccccc2c1NC(=O)c1ccc(S(=O)(=O)N2CCCC2)cc1
-1.1%,3.4,CCc1ccccc1NC(=S)NCc1cccn1C
?,nt,COc1cccc(C(=O)Nc2ccc(S(=O)(=O)N3CCN(C)CC3)cc2)c1
?,nt,Cn1c(=O)c2c(n(Cc3ccccc3)c1=O)NC(=O)C2CC(=O)NCc1cccc(Cl)c1 (configuration not stated)
i,0.5,CCOc1ccc(NC(=O)COC(=O)C2CCC(=O)N2)c([N+](=O)[O-])c1 (configuration not stated)

Results, from the start:
Lipid storage S3,Lipid storage S3 cell count max,smiles
7.6%,-13.2,CCOC(=O)c1[nH]c2ccccc2c1NC(=O)c1ccc(S(=O)(=O)N2CCCC2)cc1
-1.1%,3.4,CCc1ccccc1NC(=S)NCc1cccn1C
?,nt,COc1cccc(C(=O)Nc2ccc(S(=O)(=O)N3CCN(C)CC3)cc2)c1
?,nt,Cn1c(=O)c2c(n(Cc3ccccc3)c1=O)NC(=O)C2CC(=O)NCc1cccc(Cl)c1 (configuration not stated)
i,0.5,CCOc1ccc(NC(=O)COC(=O)C2CCC(=O)N2)c([N+](=O)[O-])c1 (configuration not stated)
?,nt,O=C(Nc1ccccc1Cl)NC1(C(=O)N2CCCCC2)CCCCC1
?,nt,CC(C)CN1CCC(CN(C)Cc2nc(-c3cnccn3)no2)CC1
?,nt,COCCNC(=O)c1ccc(Cn2c(SCC(=O)NCC3CCCO3)nc3ccc(Br)cc3c2=O)cc1 (configuration not stated)
?,nt,C/C(=C/CCC(C)C1CCC2(C)C3CCC4C(C)(C)C(=O)CCC4(C)C3=CCC12C)C(=O)O (configuration not stated)
?,nt,O=C(/C=C/c1ccccc1[N+](=O)[O-])N1CCOCC1
?,nt,O=C(O)Cc1ccc(NC(=O)c2ccc(NC(=O)C3CC3)cc2)cc1
?,nt,CC(=O)c1ccc(N2CCN(C(=O)C3(S(=O)(=O)c4ccc(Cl)cc4)CC3)CC2)cc1
i,nt,COC(=O)c1ccc(OCCOc2ccccc2)cc1
3.5%,5.2,COc1ccc(C(C)=O)cc1COC(=O)c1ccc(S(=O)(=O)N(C)C)cc1
-10.2%,10.7,Cc1nnc(SCC(=O)Nc2ccc(Oc3ccccc3)cc2)n1N
?,nt,O=C(Cn1c2c(sc1=O)C1c3ccccc3OCC1CS2)Nc1ccc(Cl)cc1 (configuration not stated)
4.7%,-0.3,CN1CCN(CC(=O)n2c3c(c4ccccc42)CCCC3)CC1
?,nt,CC(C)(O)C#Cc1ccc(CN2CCC(CO)(CCc3ccccc3)CC2)cc1
0.6%,-6.9,O=C(Nc1ccccc1C(F)(F)F)c1cc(-c2ccccc2O)on1
-1.4%,4.3,Cc1ccccc1C(=O)OCCCN=C1NS(=O)(=O)c2ccccc21
?,nt,COc1ccc(OC)c(C(C)NC=O)c1 (configuration not stated)
?,nt,O=C(Cc1ccc(Cl)cc1Cl)Nc1cccc(S(=O)(=O)Nc2ccccc2F)c1
i,nt,COc1ccc(S(=O)(=O)N2CCCC(C(=O)N3CCN(C)CC3)C2)cc1C (configuration not stated)
i,nt,O=C(CCCn1c(=S)[nH]c2ccsc2c1=O)Nc1ccc2c(c1)OCO2
?,nt,O=C(Nc1ccccc1O)c1cc2cc(Br)ccc2oc1=O
?,nt,Cc1cnn(C(=O)c2ccccc2Br)c1
?,nt,Cc1cccc(N(C)C(=O)c2cnn(-c3ccccc3)c2C)c1
?,nt,Cc1cccc(NC(NC(=O)c2ccccc2[N+](=O)[O-])C(Cl)(Cl)Cl)c1 (configuration not stated)
9.9%,16.7,Cc1c(C(=O)O)oc2c1/C(=N\O)CCC2
i,-5.0,CC(=O)c1ccc(CC2SC(N)=NC2=O)cc1 (configuration not stated)
i,nt,CCOC(=O)CC1COCCN1C(=O)c1cc(COc2ccc(F)c(F)c2)on1 (configuration not stated)
16.5%,24.4,COc1ccc(C2c3c(ncn(CCCO)c3=N)Oc3ccc4ccccc4c32)cc1OC (configuration not stated)
?,nt,O=C(Cc1cccs1)NNC(=S)NCc1ccc(Cl)cc1
?,nt,CC(NC(=O)c1ccc(N2CCNCC2)c([N+](=O)[O-])c1)C12CC3CC(CC(C3)C1)C2 (configuration not stated)
?,nt,COc1ccccc1NC(=O)C(Cc1ccc(Cl)cc1)c1nn[nH]n1 (configuration not stated)
?,nt,Cc1[nH]c(=O)[nH]c(=O)c1S(=O)(=O)N1CCN(c2ccccc2)CC1
10.2%,-21.9,Cc1ccc(S(=O)(=O)N2CCN(c3nc(C)nc4sc5c(c34)CCC(C)C5)CC2)cc1 (configuration not stated)
6.7%,3.1,CCO[C@@H]1OC(C(=O)O)=C[C@H](c2ccc3c(c2)OCO3)[C@H]1CCCO
?,nt,CCCCNC(=O)CSc1nc2cc(OC)c(OC)cc2c(=O)n1Cc1ccc(OC)cc1
?,nt,Cc1cc(C)c(C#N)c(Nc2cccc(C)c2C)n1
?,nt,CCC(C(=O)Nc1ccccc1F)n1nc(C)c2c(C)n(-c3ccccc3)nc2c1=O (configuration not stated)
?,nt,COc1ccc(-c2oc(NC(=O)c3ccc(C)cc3)c(C#N)c2-c2ccc(OC)cc2)cc1
?,nt,CC(C)CN1C(=O)C(=O)N(CC(=O)N2c3ccccc3NC(=O)CC2C)C1=O (configuration not stated)
i,nt,O=C(Nc1ccc2c(c1)OCCO2)c1ccc(Cl)c(Cl)c1
?,nt,C=CCn1c(SCc2ccc(OC)cc2)nnc1-c1cccnc1
14.6%,14.6,Cc1ccc(C(=O)N2CCN(S(=O)(=O)N3CCOCC3)CC2)cc1
-6.6%,-5.6,CCN(CC)C(=O)CN(c1cccc([N+](=O)[O-])c1)S(=O)(=O)c1ccccc1
?,nt,CCOc1ccccc1-c1n[nH]c(=S)o1
?,nt,COc1ccc(C2N=C(c3ccccc3)NO2)cc1OC (configuration not stated)
?,nt,Cc1ccccc1NC(=O)Cc1nnc(SCC(=O)NC2=NCCS2)n1C
10.4%,12.8,Cc1n[nH]c(C)c1C(=O)CC1(O)C(=O)N(CCc2ccccc2)c2ccc(Br)cc21 (configuration not stated)
?,nt,CCn1cc(C(=O)NCc2ccco2)c(=O)c2cc(S(=O)(=O)N3CCc4ccccc4C3)ccc21
2.8%,0.0,O=C(Cn1nc(C(=O)O)c2ccccc2c1=O)Nc1ccc2c(c1)C(=O)c1ccccc1C2=O
-7.1%,18.3,O=C(CCSc1ccc(Cl)cc1)NN=C1CCCCCC1
2.7%,-1.4,COc1ccc(-c2n[nH]c(=S)n2/N=C/C=C\c2ccccc2OC)cc1
3.4%,-13.2,COc1cccc(/C=N/Nc2ccc(Cl)nn2)c1
-2.4%,4.5,COc1ccc(C(=O)NNC(=O)CNC(=O)C2CCCCC2)cc1
-1.6%,-18.4,C(=N\N=C\c1ccncc1)/c1ccncc1
20.9%,7.0,CCOC(=O)c1ccccc1NC(=O)c1ccc2nccnc2c1
14.7%,nt,CCCCn1c(N)c(N(CCOC)C(=O)CSc2nnc(C)n2-c2ccc(OC)cc2)c(=O)[nH]c1=O

Four entries from above, sorted by the number in Lipid storage S3, rising.
SMILES,Lipid storage S3,Lipid storage S3 cell count max
O=C(CCSc1ccc(Cl)cc1)NN=C1CCCCCC1,-7.1%,18.3
CCN(CC)C(=O)CN(c1cccc([N+](=O)[O-])c1)S(=O)(=O)c1ccccc1,-6.6%,-5.6
COc1ccc(C(=O)NNC(=O)CNC(=O)C2CCCCC2)cc1,-2.4%,4.5
CCCCn1c(N)c(N(CCOC)C(=O)CSc2nnc(C)n2-c2ccc(OC)cc2)c(=O)[nH]c1=O,14.7%,nt

Following part.
Lipid storage S3,Lipid storage S3 cell count max,smiles
?,nt,CC(=O)c1ccc(NC(=O)Cn2c3ccccc3c3nc(=O)cc(C)n32)cc1
-7.0%,nt,CN(C)C(=O)c1cnc(-c2ccccc2)nc1-c1ccccc1
?,nt,C=CCN1C(c2cccc(C(F)(F)F)c2)=CS/C1=C(/C#N)c1nnc(N2CCOCC2)n1-c1ccccc1
-3.2%,-1.8,CC1(C)C(c2ccccn2)=[N+]([O-])C(C)(C)N1O
-15.7%,-4.1,COc1ccc(C(=O)N2CCN(CCc3ccccc3)CC2)cc1[N+](=O)[O-]
-6.0%,3.0,NC(=O)c1ccc(NS(=O)(=O)c2ccccc2F)cc1
?,nt,COc1cc(/C=C/c2nc(N)nc(-c3ccccc3O)n2)cc(OC)c1OC
12.1%,10.4,CS(=O)(=O)N1CCN(C(=O)c2cc(-c3cccnc3)nc3ccc(Br)cc23)CC1
?,nt,CC1CCCCN1C(=O)CSc1nnc(-c2cccnc2)n1C1CCCCC1 (configuration not stated)
?,nt,CCCCCc1ccc(-c2cn(Cc3ccc([N+](=O)[O-])cc3)nn2)cc1
-14.3%,-6.4,O=C(Nc1cccc(NC(=O)c2cccnc2Cl)c1)c1ccco1
?,nt,Cc1c(C(=O)NC2CCS(=O)(=O)C2)oc2ccccc12 (configuration not stated)
?,nt,COC(=O)c1cc(=O)n(Cc2ccc3c(c2)OCO3)c(=Nc2ccccc2)s1
i,13.7,Cc1cc(C)c(NC(=O)c2cc(S(=O)(=O)N3CCOCC3)ccc2F)c(C)c1
?,nt,O=c1oc(-c2ccccc2[N+](=O)[O-])nc2ccccc12
?,nt,CCN(C(=O)Cn1nc(C(=O)O)c2ccccc2c1=O)C1CCCCC1
?,nt,CCOc1ccc(OCCCC(=O)N2CCN(S(=O)(=O)c3ccc(Cl)cc3)CC2)cc1
?,nt,CCOC(=O)c1cnc(-c2ccccc2)nc1C(F)(F)F
0.4%,7.8,Cc1ccc(-n2ncc3c2ncn2nc(-c4ccco4)nc32)c(C)c1
17.6%,7.1,Cn1c(=O)c2c(ncn2CCC(=O)N/N=C/c2ccncc2)n(C)c1=O
?,nt,COCCN(C(=O)C1CCC1)c1nnc(-c2cccnc2)s1
?,nt,Cc1ccc2oc(=O)c3cc(C(=O)N4CCN(C)CC4)sc3c2c1
?,nt,O=[N+]([O-])c1ccc(OCC(O)CN(CCO)CCO)cc1 (configuration not stated)
?,nt,COc1cc(C(=O)Nc2ccc(S(=O)(=O)N(C)c3ccccc3)cc2)cc(OC)c1OC
?,nt,Cc1ccc2cccc(OCCCOc3ccccc3CO)c2n1
?,nt,COc1nccnc1NS(=O)(=O)c1ccc(NC(=S)NC(=O)/C=C/c2ccccc2)cc1
i[9.22 µM],nt,Cn1nc(C(=O)N2CCOCC2)c2ccccc2c1=O
?,nt,CCOC(=O)CSc1nnc(Cn2nnc(-c3ccccc3)n2)n1CC
?,nt,Cc1cccc(N2CCN(C(C)C(=O)N3CCc4ccccc43)CC2)c1C (configuration not stated)
i,19.8,COc1ccccc1OCC(=O)Nc1nnc(C2CCCC2)s1
?,nt,CCc1ccc(NC(=O)C(C)Oc2nnc(-c3cccs3)c(-c3cccs3)n2)cc1 (configuration not stated)
22.9%,19.3,COc1ccc(NC2=CC(c3ccc(OC)cc3)N(c3ccc(OC)cc3)C2=O)cc1 (configuration not stated)
2.3%,-2.4,Cc1ccccc1C(C)NC(=O)COC(=O)Cn1cc(C(F)(F)F)ccc1=O (configuration not stated)
?,nt,COc1ccc(CCNC(=O)C(=O)NCC2CCCN2S(=O)(=O)c2cc(C)ccc2C)cc1 (configuration not stated)
?,nt,O=C1/C(=C/N(C(=O)c2ccco2)c2ccc(Cl)cc2)Sc2ccccc21
-20.0%,0.1,O=C(O)CCn1cc(/C=C/C(=O)c2ccc(Cl)cc2)c(-c2cccc(Br)c2)n1
16.0%,-6.3,CC(C)C[C@H](NC(=O)c1nc[nH]c1C(=O)N1CCc2ccccc2C1)C(=O)OC(C)(C)C
-22.1%[0.0737 µM],-13.8,COc1ccc(CC(=O)OCC(=O)Nc2ccc(F)cc2)cc1
?,nt,CCOC(=O)c1ccc(NC(=O)C(C)Sc2nc(O)c(-c3ccccc3)c(=O)[nH]2)cc1 (configuration not stated)
-18.3%,2.4,COC(=O)COc1cccc2c(=O)n(CC(=O)NCCc3ccc(OC)c(OC)c3)ccc12
?,nt,CCc1ccc(CN2CCC(n3nccc3NC(=O)c3ccc4c(c3)OCO4)CC2)cc1
?,nt,COc1ccccc1/C=C/C(=O)N1CCc2cc(OC)c(OC)cc2C1C (configuration not stated)
0.2%,-18.5,COc1cc(C2NC(=O)NC(O)(C(F)(F)F)C2C(C)=O)cc(OC)c1OC (configuration not stated)
-6.8%,6.4,CC(=O)Nc1nnc(SCc2ccc(F)cc2)s1
?,nt,COc1cc(OC)cc(-c2cc3nc(C)c(CCC(=O)NCc4ccccc4)c(C)n3n2)c1
?,nt,CCOc1nc(C)ccc1-c1noc(C)n1
0.6%,10.2,Cc1ccc(N2C(=O)C3CCC(C)(C2=O)C3(C)C)cc1C (configuration not stated)
4.5%,-7.1,CCC(=O)c1ccc(OCC(=O)Nc2ccccc2C(=O)N2CCCCC2)cc1
6.5%,-10.4,O=C1N(Cc2cccc(Cl)c2)C[C@@H]2C[C@@H](c3cccc4cccnc34)N3CCC[C@@]123
?,nt,CCOc1ccc(S(=O)(=O)NCCC(=O)NCc2ccco2)cc1
i,18.0,CC1CCN(c2nc3ccccc3nc2C(C#N)C(=O)NC2CCCCC2)CC1 (configuration not stated)
?,nt,O=C(Nc1ccccc1F)Nc1ccccc1Br
?,nt,CCOC(=O)Cc1cnc(N)s1
-9.1%,-1.6,Cc1ccc(OCC(=O)Nc2ccc(CN3CCCCC3)cc2)c(C)c1
?,nt,CCn1c(SCC(=O)Nc2cccc(NC(C)=O)c2)nc2c([nH]c3ccccc32)c1=O
